D1 antagonist = blocks dopamine activation of the human D1 receptor | HEK293 TREx D1 cells, calcium flux, dopamine EC80; hits give low values | activity change, negative = inhibition, % at 10 µM | 360,000 compounds, 3.2% hits | AID 504652; in the data active = activity change below about -30%; also: % is scaled to controls: 0 for no effect and ±100 for the full control effect
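Inducible Hek293 Trex D1 cells (tetracycline, overnight, 30 C). Calcium dye 30–90 min RT. Antagonist mode: EC80 dopamine added after 180 s compound read.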
TRHR enhancer = TRH receptor (human) allosteric enhancement. P34981. TRHR cells, fluo-8 calcium fluorescence, EC20 TRH enhancement. enhancement, % at 2 µM. 360,000 compounds, 0.66% hits; in the data active = enhancement above about 30%; also: 0% is about no effect
Target sequence (P34981 whole entry, looked up): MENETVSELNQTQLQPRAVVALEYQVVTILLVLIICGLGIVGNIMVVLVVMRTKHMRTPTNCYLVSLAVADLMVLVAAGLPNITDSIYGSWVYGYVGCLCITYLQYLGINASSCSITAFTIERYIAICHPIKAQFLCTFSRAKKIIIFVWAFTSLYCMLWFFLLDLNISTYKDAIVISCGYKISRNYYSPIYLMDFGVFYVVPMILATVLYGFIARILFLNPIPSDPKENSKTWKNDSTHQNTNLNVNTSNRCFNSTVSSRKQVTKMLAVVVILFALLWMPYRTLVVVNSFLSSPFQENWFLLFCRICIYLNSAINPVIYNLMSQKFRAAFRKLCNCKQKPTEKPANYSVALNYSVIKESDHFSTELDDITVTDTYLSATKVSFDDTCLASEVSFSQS
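TRHR-expressing cells loaded with fluo-8 calcium dye were read kinetically (ex 480/em 530) during compound addition, then stimulated with an EC20 of TRH (10 nM final). Enhancement of the Gq-mediated intracellular calcium response was scored.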
D2 PAM = D2 dopamine receptor (human) potentiation; potentiation, % at 10 µM; HEK293 T-REx D2, calcium flux, EC20 dopamine potentiation; 340,000 compounds, 0.34% hits;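 active = potentiation over 3 SD above the plate norm, cut at about 30% in these data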; also: 0% is about no effect
Target sequence (P14416 whole entry, looked up): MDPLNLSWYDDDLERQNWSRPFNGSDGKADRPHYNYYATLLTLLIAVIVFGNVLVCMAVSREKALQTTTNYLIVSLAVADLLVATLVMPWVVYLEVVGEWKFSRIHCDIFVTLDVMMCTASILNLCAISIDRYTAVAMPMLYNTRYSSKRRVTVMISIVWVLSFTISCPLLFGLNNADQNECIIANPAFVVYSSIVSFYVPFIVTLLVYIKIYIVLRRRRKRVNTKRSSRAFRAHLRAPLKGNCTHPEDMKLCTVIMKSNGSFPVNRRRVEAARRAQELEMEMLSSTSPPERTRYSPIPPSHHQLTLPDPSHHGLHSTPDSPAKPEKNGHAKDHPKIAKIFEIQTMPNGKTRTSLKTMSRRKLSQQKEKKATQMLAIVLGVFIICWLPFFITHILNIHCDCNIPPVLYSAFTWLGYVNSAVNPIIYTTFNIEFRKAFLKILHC
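Calcium flux readout, no-wash dye, 1 read/s. Inducible HEK293 Trex D2 line, overnight 30 C. Compound alone 180 s (agonist flags), then EC20 dopamine, another 180 s to score potentiation.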
RXFP1 antag = blocks the human relaxin receptor RXFP1. HEK293-RXFP1, relaxin-stimulated cAMP HTRF, 30 min; hits give low values. activity change, negative = inhibition, % at 57.5 µM. AID 1259400. Q9HBX9. 350,000 compounds, 0.59% hits;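 active = activity change of -60% or lower, but not beyond a set lower limit; inconclusive = change between -60% and -40%, or beyond the set limit; inactive = change above -40%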; also: % is scaled to controls: 0 for no effect and ±100 for the full control effect
D1 PAM = enhances dopamine response at the human D1 receptor; P21728; HEK293 TREx D1 cells, calcium flux, dopamine EC20 potentiation; potentiation, % at 10 µM; 360,000 compounds, 0.036% hits; AID 504651; in the data active = potentiation above about 30%; also: 0% is about no effect
D2 agonist = D2 dopamine receptor (human) agonism; P14416; HEK293 T-REx D2 cells, calcium flux agonist mode; activation, % at 2 µM; 340,000 compounds, 0.53% hits; AID 485358;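 active = activation over 3 SD above normal in the single-dose calcium agonist read, cut at about 30% in these data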; also: 0% is about no effect
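Calcium-flux readout, 1 cycle/sec over 180 s following compound pin transfer, in inducible HEK293 Trex D2 cells (force-coupled); dopamine controls included. Positive calcium responses during this window marked compounds as potential agonists.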
D1 ag = activates the human D1 dopamine receptor; P21728; HEK293 T-REx D1 cells, calcium flux, agonist mode; activation, % at 2 µM; 360,000 compounds, 1% hits; AID 504660; in the data active = activation above about 30%; also: 0% is about no effect
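Tetracycline-induced HEK293 TREx D1 cells, force-coupled to calcium signalling, were dye-loaded with a no-wash calcium kit. Compound was pin-added after a 10 s baseline. Fluorescence was read kinetically at 1 cycle/s for 180 s, with calcium rises flagged as agonism.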
RXFP1 ag = RXFP1 (human) receptor agonism; Q9HBX9; HEK293T-RXFP1 cAMP TR-FRET, 30 min; response scale: percent of porcine relaxin response, buffer zero; Potency, µM (series often up to 57.5 µM), inactives show at the top dose activation, actives largely listed as activators; 370,000 compounds, 0.3% hits; AID 2676; active = well fitted activation curve with a large enough effect; inconclusive = small, poorly fitted or top-dose-only effect; also: potency is read from the fitted curve at half-maximal effect; % is scaled to controls: 0 for no effect and ±100 for the full control effect; nearly all actives have a fitted effect of over 60% in size; many of its hits are not listed in these tables
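HEK293T cells stably expressing RXFP1 were pretreated with the PDE4 inhibitor Ro 20174, exposed to compounds for 30 min at 37C, lysed, and cAMP was read by TR-FRET. Data normalized to buffer (basal) and 29 nM porcine relaxin (100%).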
D2 antag = antagonists of human D2 dopamine receptor. inhibition, % at 10 µM. HEK293 TREx D2 cells, calcium flux, dopamine EC80. 340,000 compounds, 2% hits. P14416. AID 485344; in the data active = inhibition above about 30%; also: 0% is about no effect
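Measurement of antagonist activity uses fluorescent calcium dye in inducible HEK293 T-REx D2 cells: 10 s baseline, compound addition with 180 s read, EC80 dopamine addition with a further 180 s read.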
Active calls of the source: *; ? = inconclusive; nt = no result given; & = joins results of further samples.

SMILES	D1 antagonist	TRHR enhancer	D2 PAM	RXFP1 antag	D1 PAM	D2 agonist	D1 ag	RXFP1 ag	D2 antag
COc1ccc(CC(=O)NC(C)c2nnc(SCCOc3ccc(OC)cc3)n2C)cc1 (stereo not given)	10	-1	1	-1	-3	1.2	0	-0.1%	4
C#CCOCCOCCOCCNc1nc(N2CCN(C(=O)Cn3cc(CCO)nn3)CC2)nc(N2CCN(C(=O)[C@H](C(C)C)n3cc(CCO)nn3)CC2)n1	6	1	2	nt	0	1.0	-1	-0.1%	3
Cc1cc(C)c(NC(=O)Cn2c(=O)oc3cc(S(=O)(=O)N4CCCCCC4)ccc32)c(C)c1	-19	2	-4	-6	-3	0.2	3	0.7%	nt
CCOC(=O)C1CCN(c2c(NCCCN3CCCCC3)c(=O)c2=O)CC1	6	-3	-1	-2	11	0.9	1	-2.8%	-7
Cc1ccc(Sc2oc(/C=N/n3cnnc3)cc2Br)cc1	14	1	-6	-6	0	0.9	9	1.3%	2
CC(=O)Cn1cnc2c(sc3nc(C)cc(C)c32)c1=O	11	3	-5	-24	-4	0.7	2	13%	6
Cc1nc(Nc2ccccc2)[nH]c(=O)c1CCC(C)C	-11	6	7	-8	-9	0.8	16	0.6%	-8
CCOC(=O)C1CCN(C(=O)CN(c2cc(OC)ccc2OC)S(=O)(=O)c2ccccc2)CC1	11	5	-7	1	1	-0.3	1	2.0%	-3
CNC(=O)c1ccc(NC(=O)CC2SC(N3CCCC3)=NC2=O)cc1 (stereo not given)	-17	-1	-11	6	-11	-0.1	2	0.5%	39*
CCCc1noc2c1C(c1ccoc1)C(C#N)=C(N)N2 (stereo not given)	-1	13	0	-8	-2	-1.2	4	-0.3%	-7
CSCC[C@H](NC(=O)N1CCn2c1nc1ccccc12)C(=O)NCc1ccc(F)cc1	-5	-2	-4	-20	-2	4.7	1	-0.7%	-14
CC1(C)CC(CC(=O)O)CC(C)(C)N1	2	1	5	12	-4	0.4	5	-0.1%	9
O=C(NN=C1c2ccccc2-c2ccccc21)c1ccccc1Br	2	-5	27	-1	6	0.2	14	2.1%	11
CCCCNC(=O)C1CCN(C(=O)N2CC(C)Oc3ccc(Cl)cc32)CC1 (stereo not given)	-13	-6	-3	-16	0	0.5	3	1.5%	nt
O=C(c1cnccn1)N(Cc1ccco1)C1(C(=O)NC2CCCCC2)CCCCC1	-15	-1	-7	-4	-5	nt	4	0.6%	nt
CCOc1ccc(CNC(=O)c2ccc(NC(=O)N3CCSc4ncccc43)cc2)cc1	-4	-2	5	-16	0	-1.5	4	2.3%	nt
COCCn1c(=O)[nH]c(=O)c2cc(C(=O)c3cc(Cl)ccc3O)cnc21	-6	-4	4	-3	-2	-0.7	-2	1.2%	22
CC(C)(C)c1ccc(C(=O)N2CCN(C(=O)C3CCCCC3)CC2)cc1	-10	-2	1	-4	-9	-0.1	0	1.4%	-24
CCOC(=O)c1sc(NC(=O)CCN2CCN(C)CC2)c(C(=O)OCC)c1C	12	-2	nt	-13	-1	nt	0	1.2%	nt
Cc1ccc(-c2cn(-c3ccccc3)c(SCC(N)=O)n2)cc1C	22	-4	-7	3	9	-1.5	1	-0.6%	10
Clc1ccccc1Cn1nc(-c2ccccc2)nc1-c1ccccc1	17	2	0	-10	-4	-0.6	15	-0.2%	-6
Cc1c(C(=O)Nc2ccccc2)sc2nc(-c3cc4ccccc4oc3=O)[nH]c(=O)c12	5	4	13	-17	0	-0.4	3	0.1%	nt
COc1ccc(OC)c(-n2c(N)c(C(=O)NCC3CCCO3)c3nc4ccccc4nc32)c1 (stereo not given)	19	1	4	-13	-6	1.0	2	1.4%	-10
COc1ccccc1CNC(=O)Cc1c(C)c2c(cc(C)c3c(C)coc32)oc1=O	-1	0	18	6	4	0.7	2	1.0%	nt
CCCn1nc(NC(=O)c2ccco2)c2cc3ccc(C)cc3nc21	1	-1	3	-1	-10	-0.7	2	-0.2%	-9

Next part (5 carried over from the part before).
SMILES	D1 antagonist	TRHR enhancer	D2 PAM	RXFP1 antag	D1 PAM	D2 agonist	D1 ag	RXFP1 ag	D2 antag
Clc1ccccc1Cn1nc(-c2ccccc2)nc1-c1ccccc1	17	2	0	-10	-4	-0.6	15	-0.2%	-6
Cc1c(C(=O)Nc2ccccc2)sc2nc(-c3cc4ccccc4oc3=O)[nH]c(=O)c12	5	4	13	-17	0	-0.4	3	0.1%	nt
COc1ccc(OC)c(-n2c(N)c(C(=O)NCC3CCCO3)c3nc4ccccc4nc32)c1 (stereo not given)	19	1	4	-13	-6	1.0	2	1.4%	-10
COc1ccccc1CNC(=O)Cc1c(C)c2c(cc(C)c3c(C)coc32)oc1=O	-1	0	18	6	4	0.7	2	1.0%	nt
CCCn1nc(NC(=O)c2ccco2)c2cc3ccc(C)cc3nc21	1	-1	3	-1	-10	-0.7	2	-0.2%	-9
Cc1cc(-n2c(C)cc(C(=O)CSc3ncnc4ccccc34)c2C)no1	-28	-3	nt	-8	-7	nt	17	2.4%	nt
COC(=O)c1cc(S(=O)(=O)NCCc2ccc(C)cc2)c[nH]1	1	-1	3	nt	-5	-1.2	6	0.2%	6
CCOc1ccccc1N1CCN(C(=S)NCc2ccc(Cl)cc2)CC1	5	3	nt	-2	-2	nt	9	-0.1%	nt
CC(NS(=O)(=O)c1ccc2c(c1)oc(=O)n2C)c1ccccc1 (stereo not given)	-1	17	14	-1	5	0.4	0	1.6%	-2
CCN1CCN(c2c(/C=C3\SC(=S)N(Cc4ccco4)C3=O)c(C)c(C#N)c(=O)n2C)CC1	-4	32*	19	-25	-6	-0.9	235*	-1.0%	-2
O=C(CN1C(=O)CSC1=O)N1CCCC(Nc2ccc(F)cc2)C1 (stereo not given)	12	0	-2	-13	0	0.9	2	-2.0%	-5
O=[N+]([O-])c1ccc2nc(-[n+]3c(-c4ccccc4)cc(-c4ccccc4)cc3-c3ccccc3)[nH]c2c1	5	-7	1	-2	-7	-0.4	17	0.9%	-2
CC1=[N+](CC(=O)NC(C)(C)C)CCc2ccccc21	-3	7	-2	-6	10	0.1	3	-0.2%	-5
Nc1cccc(NC(=O)CN2CCOCC2)c1	-5	5	8	-1	-5	0.5	1	0.2%	-9
NC(=O)c1nn2c(C(F)(F)F)cc(-c3ccc(Br)cc3)nc2c1Cl	-28	9	-3	-20	1	0.4	2	-1.3%	nt
Cc1cccc2c1cnn2C(=O)CCC(=O)NCc1ccc(F)cc1	15	0	7	2	-3	0.2	0	10%	16
COc1cccc(CNC(=O)CCc2nc3cc(S(=O)(=O)N4CCOCC4)ccc3n2C)c1	12	6	-2	-3	-2	1.7	1	6.6%	-22
COc1ccc2[nH]c(=O)c(COC(=O)c3ccco3)cc2c1	-7	1	12	1	2	-1.2	2	?	-19
CCn1c(CC(=O)Nc2ccc(C)c(Cl)c2)nnc1SCCOc1ccc(OC)cc1	-6	5	14	15	1	0.5	3	4.4%	0
COc1ccc(CCNC(=O)CN(c2ccccc2)S(C)(=O)=O)cc1	2	-7	6	3	-4	-0.4	4	1.5%	0
CCOc1ccc(NC(=O)c2ccccc2O)cc1	-3	-1	4	-5	-8	-0.1	7	0.2%	8
C=CCn1c(SCC(=O)c2cccs2)nc2sc(C)c(C)c2c1=O	6	-2	nt	-4	-4	nt	2	0.0%	nt
CN1CCN(C(=S)Nc2cccc(C(F)(F)F)c2)CC1	3	12	-2	25	-2	1.8	3	-0.1%	-7
Cc1ccc(/C(O)=C2/C(=O)C(=O)N(c3ccccn3)C2c2ccc(F)cc2)cc1 (stereo not given)	17	-6	12	-3	-3	0.4	15	?	-3
Cc1nn(C)c(NC(=O)c2ccc(Cl)cc2Cl)c1Br	-10	-4	-5	7	-8	1.3	2	-3.0%	7
Cc1ccc2nc3sc(C(=O)N4CCCc5ccccc54)c(N)c3cc2c1	9	-5	-1	-2	-1	7.6	36*	2.5%	7
Cc1cc(-c2nnc(SCC(=O)Nc3ccc(S(N)(=O)=O)cc3)n2N)n[nH]1	1	1	1	4	1	0.0	4	-0.1%	-3
CCSc1nnc(N2C(=O)c3ccc(C(=O)c4ccc(C(=O)O)cc4)cc3C2=O)s1	12	-6	7	1	4	0.4	4	3.6%	6
CC(NC(=O)C(C)N1CCN(Cc2ccccc2)CC1)c1ccc(F)cc1 (stereo not given)	4	-3	18	0	5	3.5	2	3.0%	19
Cc1nn(Cc2ccccc2)c(C)c1C(=O)NCCN1C(=O)S/C(=C\c2ccccc2)C1=O	-17	8	6	-16	-1	0.5	12	-0.1%	-2

More structures:
SMILES	D1 antagonist	TRHR enhancer	D2 PAM	RXFP1 antag	D1 PAM	D2 agonist	D1 ag	RXFP1 ag	D2 antag
O=C(Nc1ccccc1)c1cccc(N2C(=O)CCC2=O)c1	-6	6	4	-1	-2	0.0	0	1.7%	-3
COc1nccnc1NS(=O)(=O)c1ccc(NC(=S)NC(=O)c2ccc(F)cc2)cc1	1	-1	-4	0	0	0.2	3	-0.6%	-2
Clc1cc(Br)ccc1OCCOCCN1CCOCC1	-6	-9	-11	-1	-4	0.2	2	1.3%	-21
CC(=O)Nc1nc2cccc([N+](=O)[O-])c2s1	-1	3	17	-6	8	1.6	0	0.5%	1
Cc1cc(C)cc(OCC(=O)Nc2ccc3c4c(cccc24)CC3)c1	8	-9	-8	-11	-4	0.5	0	0.5%	18
COc1cc(NS(=O)(=O)c2ccc(F)cc2)c(OC)cc1NC(C)=O	8	-33	3	-13	-5	0.0	10	2.2%	-3
CCOc1ccccc1NC(=O)c1c(NC(=O)COc2ccccc2)sc2c1CCCC2	5	0	-5	3	-1	nt	1	1.0%	nt
CCOC(=O)c1cnc(SCC#N)nc1N	2	2	7	0	8	1.4	0	-0.8%	-3
Cc1ccc(-n2ncc3c(=O)n(Cc4ccccn4)cnc32)cc1C	-2	26	8	-9	-1	-0.1	5	2.6%	-5
COCCNC(=O)CCn1nc(-c2ccc(Cl)cc2)c2ccccc2c1=O	6&11	-2&2	13&6	-1&-12	-3&-6	0.2&0.8	1&1	0.0%&6.4%	11
COc1ccc(OC)c(CNC(=O)CCC(=O)N2Cc3ccccc3Oc3ncccc32)c1	1&-8	-1&5	-5&8	34&-5	-1&5	-0.3&0.6	1&0	1.9%&-0.8%	-12
CC(=O)Nc1cccc(OCC(=O)NC(C)C(C)C)c1 (stereo not given)	10	2	12	0	-2	8.6	-1	-1.3%	-4
COc1cccc(C2C(C(N)=O)=C(C)Nc3nc(-c4ccccc4Cl)nn32)c1 (stereo not given)	0	1	6	nt	19	2.1	-1	0.1%	0
Cc1nc2nc(CSc3nnc(C)s3)cc(=O)n2[nH]1	1	-5	12	5&-4	4	-0.3	0	0.5%	-35

Screening data deposited in PubChem by National Center for Advancing Translational Sciences (NCATS).

Some of the compounds tested; the hit share may differ from the screen's.
